D1 agonist: activates the human D1 dopamine receptor. P21728. HEK293 T-REx D1 cells, calcium flux, agonist mode. activation, % at 2 µM. 1% of 360,000 active; in the data active = activation above about 30%; note: 0% is about no effect
Target sequence (P21728 whole entry, looked up): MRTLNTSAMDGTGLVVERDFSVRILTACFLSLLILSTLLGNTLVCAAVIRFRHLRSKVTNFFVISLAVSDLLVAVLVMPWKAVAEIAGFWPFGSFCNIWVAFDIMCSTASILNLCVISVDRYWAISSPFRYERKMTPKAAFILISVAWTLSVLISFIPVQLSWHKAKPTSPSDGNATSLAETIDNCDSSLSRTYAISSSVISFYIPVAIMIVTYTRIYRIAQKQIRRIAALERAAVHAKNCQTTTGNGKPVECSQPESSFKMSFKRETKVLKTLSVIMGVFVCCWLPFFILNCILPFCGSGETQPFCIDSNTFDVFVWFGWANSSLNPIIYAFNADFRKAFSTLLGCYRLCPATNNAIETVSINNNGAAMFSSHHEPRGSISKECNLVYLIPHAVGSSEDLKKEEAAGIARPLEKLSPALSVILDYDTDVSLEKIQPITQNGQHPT
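Tetracycline-induced HEK293 TREx D1 cells, force-coupled to calcium signalling, were dye-loaded with a no-wash calcium kit. Compound was pin-added after a 10 s baseline. Fluorescence was read kinetically at 1 cycle/s for 180 s, with calcium rises flagged as agonism.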
TRHR enhancer: allosteric enhancers of human TRH receptor; 0.66% of 360,000 active; enhancement, % at 2 µM; AID 493056; P34981; TRHR cells, fluo-8 calcium fluorescence, EC20 TRH enhancement; in the data active = enhancement above about 30%; note: 0% is about no effect
Target sequence (P34981 whole entry, looked up): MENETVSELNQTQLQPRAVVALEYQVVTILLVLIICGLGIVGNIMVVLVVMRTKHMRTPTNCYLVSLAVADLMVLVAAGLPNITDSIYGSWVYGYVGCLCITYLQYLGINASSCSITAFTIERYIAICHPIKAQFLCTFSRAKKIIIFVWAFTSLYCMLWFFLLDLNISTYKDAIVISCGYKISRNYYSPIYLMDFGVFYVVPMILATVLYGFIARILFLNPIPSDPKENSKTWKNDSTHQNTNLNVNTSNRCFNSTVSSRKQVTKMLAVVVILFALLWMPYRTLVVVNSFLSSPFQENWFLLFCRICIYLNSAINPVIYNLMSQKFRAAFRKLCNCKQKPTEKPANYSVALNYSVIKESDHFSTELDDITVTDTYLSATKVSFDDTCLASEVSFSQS
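Enhancer read-out: after compound pinning and an initial kinetic agonist-mode read, an EC20 of TRH (10 nM final) was injected and fluo-8 calcium signal (Ex 480/Em 530) followed at 1 s/cycle for 100 cycles in TRHR-expressing cells.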
D1 antagonist: antagonists of human D1 dopamine receptor; P21728; AID 504652; activity change, negative = inhibition, % at 10 µM; HEK293 TREx D1 cells, calcium flux, dopamine EC80; stronger effect = lower value; 3.2% of 360,000 active; in the data active = activity change below about -30%; note: % is set by controls: 0 for no effect and ±100 for the full control effect
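Calcium flux readout: force-coupled, inducible Hek293 Trex D1 line, cells induced overnight at 30 C with tetracycline, dye-loaded 30–90 min at RT. Antagonism scored against EC80 dopamine challenge given 180 s after compound.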
RXFP1 agonist: activates the human relaxin receptor RXFP1. Q9HBX9. HEK293T-RXFP1 cAMP TR-FRET, 30 min; response scale: percent of porcine relaxin response, buffer zero. Potency, µM (titrated, usually from 57.5 µM), inactives show at the highest dose activation, most hits filed as activators. 0.3% of 370,000 active; note: potency is the fitted concentration of half-maximal effect; % is set by controls: 0 for no effect and ±100 for the full control effect; nearly all actives have a fitted effect of over 60% in size; many of its hits are not listed in these tables
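cAMP rise read by TR-FRET after 30 min, 37C compound exposure (up to 58 uM) in RXFP1-transfected HEK293 cells with Ro 20174 present. EC50 from Hill-equation fits, with 29 nM porcine relaxin as 100% and buffer as basal.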
D2 potentiator: D2 dopamine receptor (human) potentiation; HEK293 T-REx D2, calcium flux, EC20 dopamine potentiation; P14416; 0.34% of 340,000 active; potentiation, % at 10 µM; AID 485347;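 active = potentiation over 3 SD above the plate norm, cut at about 30% in these data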; note: 0% is about no effect
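Using a no-wash calcium dye in inducible, force-coupled HEK293 Trex cells expressing D2, we tracked fluorescence each second for 180 s after compound, then for 180 s after EC20 dopamine to detect augmented signalling.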
RXFP1 antagonist: antagonists of human relaxin receptor RXFP1. Q9HBX9. HEK293-RXFP1, relaxin-stimulated cAMP HTRF, 30 min; stronger effect = lower value. activity change, negative = inhibition, % at 57.5 µM. 0.59% of 350,000 active;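 active = activity change of -60% or lower, but not beyond a set lower limit; inconclusive = change between -60% and -40%, or beyond the set limit; inactive = change above -40%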; note: % is set by controls: 0 for no effect and ±100 for the full control effect
TRHR ag: activates the human TRH receptor; P34981; TRHR cells, calcium flux fluo-8, FDSS agonist mode; activation, % at 2 µM; 0.18% of 360,000 active; in the data active = activation above about 30%; note: 0% is about no effect
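TRHR-expressing cells, plated overnight in medium with 10% serum, were loaded with fluo-8 calcium dye at room temperature. After a 10 s baseline, library compound was pin-added and calcium release was recorded kinetically (ex 480/em 530) as agonist response.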
Anesthetic bind: candidate novel general anesthetic via apoferritin binding; apoferritin/1-aminoanthracene competitive binding, fluorescence; P02791; 0.074% of 350,000 active; Potency, µM (top dose mostly 77.5 µM), for the others: at the top dose activity change, negative = displacement, hits mostly inhibitors; note: potency is the fitted concentration of half-maximal effect; % is set by controls: 0 for no effect and ±100 for the full control effect; nearly all actives have a fitted effect of over 20% in size
Target sequence (P02791 2-175 limits assumed): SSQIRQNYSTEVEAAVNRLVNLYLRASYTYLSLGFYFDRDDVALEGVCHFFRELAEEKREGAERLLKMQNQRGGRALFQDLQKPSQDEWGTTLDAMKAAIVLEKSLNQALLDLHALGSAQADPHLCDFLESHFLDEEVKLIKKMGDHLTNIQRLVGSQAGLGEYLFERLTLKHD
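Horse-spleen apoferritin (10 uM) was mixed with 50% saturated 1-aminoanthracene in PBS, exposed to compounds for 10 min at room temperature, and read for fluorescence (ex 380 nm, em 535 nm). Competitive displacement was fitted with a four-parameter Hill equation.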
D1 potentiator: enhances dopamine response at the human D1 receptor. P21728. HEK293 TREx D1 cells, calcium flux, dopamine EC20 potentiation. potentiation, % at 10 µM. 0.036% of 360,000 active. AID 504651; in the data active = potentiation above about 30%; note: 0% is about no effect
Numbers without * were called inactive; ? = inconclusive; nt = no result given; [ ] = remark or other dose. Unless noted, calls come from the whole dose curve; as a rule, active = well fitted curve in the direction sought with a large enough effect; inconclusive = small, poorly fitted or top-dose-only effect, or another doubt; inactive = no such curve, though single readings can be large; an effect the other way counts as inactive or inconclusive. The list is partial, so the mix of outcomes need not match the whole.

SMILES | D1 agonist | TRHR enhancer | D1 antagonist | RXFP1 agonist | D2 potentiator | RXFP1 antagonist | TRHR ag | Anesthetic bind | D1 potentiator
CC(=O)c1ccc(NC(=O)Cn2cnc(S(=O)(=O)N3CCOCC3)c2)cc1 | 2.9 | 4.1 | -6.5 | 0.4% | -7.8 | -18.9 | 0.3 | -0.9% | 3.0
CC(=O)Nc1ccc(OCCC[n+]2cccc(C(=O)[O-])c2)cc1 | 2.6 | -2.4 | -24.9 | 0.7% | -1.9 | 2.2 | 0.6 | -6.1% | -0.7
COc1ccc(OC)c(NC(=O)CSc2cn(CC(=O)N3CCOCC3)c3ccccc23)c1 | 0.7 | -4.8 | -2.3 | -3.8% | 2.6 | -5.6 | -0.2 | -8.4% | -1.6
COc1ccccc1-n1cnc2c(c1=O)c1nc3ccccc3nc1n2-c1ccc(C)c(C)c1 | 4.7 | -0.3 | -6.8 | 1.4% | 22.9 | -1.0 | 0.9 | -10.3% | 6.2
COc1ccc(CC(=O)Oc2cc(C)[nH]c(=O)c2[N+](=O)[O-])cc1 | 1.6 | 3.8 | -3.8 | 4.8% | 6.1 | -13.2 | -1.0 | 1.8% | 4.7
O=C(NCCN1CCN(c2ccccc2)CC1)Nc1ccc(Cl)cc1 | 30.0* | 6.9 | -32.4* | 0.9% | -29.1 | -19.1 | -0.1 | 5.3% | -5.2
O=C(Nc1ccc(N2CCCC2)c(Cl)c1)c1cccnc1 | 1.4 | 1.4 | -5.9 | -0.8% | -0.4 | -8.0 | -0.9 | -9.0% | -4.3
C/C(CCC1CC(C)OC1=O)=N/Nc1nc(-c2ccccc2)cs1 (stereo unspecified) | 2.6 | 4.3 | 4.3 | -0.5% | -1.0 | -0.7 | -0.2 | -6.5% | -10.1
Cn1c(N)c(C(=O)COC(=O)c2cc(S(=O)(=O)N3CCCCC3)ccc2Cl)c(=O)n(C)c1=O | 1.5 | 1.5 | -23.2 | 2.6% | 5.5 | -1.2 | 0.4 | -14.8% | -4.5
COc1ccccc1N=Nc1c(C)n[nH]c1C | 1.3 | -4.0 | -1.4 | 0.2% | -3.3 | 1.6 | -1.2 | -9.7% | 2.7
CCOC(=O)c1sc(-c2ccccc2)cc1NC(=O)Nc1ccccc1 | 3.2 | 3.0 | -1.9 | 2.3% | 18.1 | -8.5 | 2.2 | -6.8% | 0.4
Cn1c(SCC(=O)NC(C)(C)C)nnc1-c1cnccn1 | 1.2 | -4.4 | -9.2 | -0.2% | -4.3 | 10.9 | -0.4 | -8.0% | -5.0
CC(C)n1cc(C(=O)N2CCCC(N3CCN(c4ccc(F)cc4)CC3)C2)cn1 (stereo unspecified) | 2.1 | -3.7 | 4.1 | 0.1% | 0.9 | -2.6 | 0.3 | -2.1% | -1.2
COc1cc(C(=O)Nc2ccc(S(=O)(=O)Nc3onc(C)c3C)cc2)cc(OC)c1OC | 0.2 | 7.5 | -3.4 | 4.4% | 8.3 | 1.9 | 0.1 | -13.2% | 0.8
Cc1ccc(CCNC(=O)C2CC(=O)N(CCc3ccc(C)cc3)C2)cc1 (stereo unspecified) | -2.2 | 25.6 | 3.8 | 2.1% | 10.7 | -2.7 | -0.8 | -10.1% | -0.3
O=S1(=O)N=C(Nc2nncs2)c2ccccc21 | 1.0 | 3.1 | -2.1 | 0.2% | 2.4 | -0.3 | -0.8 | -3.2% | 0.2
CC(=O)c1c(C)[nH]c(C(=O)Nc2cccc(C#N)c2)c1C | 3.6 | 1.2 | -9.3 | 1.6% | -5.3 | 1.6 | 0.4 | -12.1% | -9.3
CC(C)CC(=O)NC(=S)Nc1cccc(NC(=O)c2ccccc2Cl)c1 | -2.2 | -2.7 | nt | -0.9% | nt | 1.0 | -0.2 | -22.2% | -1.5
C=CCOC(=O)C1=C(C)OC(N)=C(C#N)C1c1ccccc1F (stereo unspecified) | 1.1 | 3.8 | 6.4 | 1.4% | -8.4 | 3.5 | -0.1 | -16.9% | -0.2
Cc1ccc(NC(=O)CN(C)S(=O)(=O)c2ccc3c(c2)n(C)c(=O)c(=O)n3C)cc1C | 1.4 | -5.3 | -29.4 | 11.0% | nt | 1.9 | -0.4 | 2.2% | -1.7
COc1cc2ccccc2cc1C(=O)Nc1ccc(Br)cn1 | 9.4 | 13.7 | 10.9 | -0.1% | 4.8 | -4.1 | 1.1 | -10.9% | -0.7
CC(C)(C)C1CCC(OC(=O)C[N+]2(C)CCCC2)CC1 (stereo unspecified) | 4.7 | -1.6 | -5.6 | 2.7% | 3.5 | -7.3 | 0.8 | -11.2% | -8.0
Cc1cccc(Oc2coc3cc(OC(=O)c4cc5ccccc5oc4=O)ccc3c2=O)c1 | 1.6 | -2.9 | -9.1 | 2.6% | -3.1 | -8.3 | -0.3 | 4.9% | -0.3
NC(=O)c1cc(S(=O)(=O)NCc2cccs2)cs1 | 0.1 | -2.2 | 4.0 | 1.7% | 19.9 | -9.0 | 0.9 | -7.3% | -2.6
CC(Oc1ccccc1)C(=O)Nc1cccc(-c2cn3cccnc3n2)c1 (stereo unspecified) | -0.3 | -0.5 | 0.0 | 0.1% | 13.0 | -10.4 | 0.4 | 45.0%[activator] | -0.8
O=C(CSc1nc2[nH]ncc2c(=O)[nH]1)N1CCCC1 | 0.9 | -2.3 | -2.2 | 2.2% | -7.4 | 5.1 | 1.0 | 0.9% | -9.2
O=C(NC1CCS(=O)(=O)C1)c1cnccn1 (stereo unspecified) | 1.7 | 0.8 | -3.1 | 4.6% | -1.0 | 8.2 | 0.8 | -3.6% | -5.4
COC1=C/C(=C/c2c(O)c(C#N)c3ccccn23)C=CC1=O | 14.3 | 4.6 | -8.1 | 5.9% | -3.3 | 8.5 | 8.6 | 135.8%[activator] | -4.2
O=C(CCS(=O)(=O)c1ccc(Br)cc1)N1CCN(c2ccccc2Cl)CC1 | 1.0 | 3.0 | nt | -0.1% | -3.8 | 12.9 | -0.5 | -5.6% | 2.0
COc1ccccc1C(=O)NC(=O)COC(=O)CNC(=O)c1ccc(Cl)cc1Cl | 2.8 | 3.5 | 1.8 | 0.0% | 8.0 | 7.5 | -0.4 | nt | -2.5
COc1ccc(NC(=S)NC(=O)/C=C/c2ccccc2)cc1 | 0.8 | -3.5 | 6.2 | 2.9% | 6.8 | -11.0 | -0.1 | -13.8% | 9.4
O=C(COc1ccccc1F)NCc1nc2ccccc2[nH]1 | -0.3 | -1.9 | -27.6 | -5.4% | 2.3 | -5.8 | -0.7 | -0.1% | -5.9
Cc1ccccc1NC(=O)CN1CCN(C(=O)c2ccco2)CC1 | 2.9 | -0.5 | -4.4 | 5.5% | -10.6 | 0.3 | 0.1 | -1.3% | -5.5
CCC(C)NC(=O)CSCc1nc(-c2ccc(C)cc2)oc1C (stereo unspecified) | 1.4 | -1.4 | -2.8 | -2.5% | -14.5 | -18.3 | 0.3 | -7.0% | 1.2
CCOc1ccc(-c2[nH]nc3c2C(c2cccnc2)C(C#N)=C(N)O3)cc1 (stereo unspecified) | 0.4 | 3.2 | -12.0 | 2.2% | 12.6 | 10.1 | 0.9 | -7.8% | -2.2
O=C(C1=C[C@H](C2CCCCC2)C[C@H](OCCCCO)O1)N1CCOCC1 | 0.1 | 0.3 | -18.7 | 5.3% | -10.3 | nt | -0.4 | -4.4% | -3.0
CC1CC(=O)C2=C(C1)Nc1ccccc1N=C2 (stereo unspecified) | 4.2 | -5.3 | -4.7 | 2.2% | -5.0 | 4.8 | 0.0 | -8.8% | -4.2
COc1ccc(CNC(=O)C/C(C)=N/NC(=O)C(c2ccccc2)c2ccccc2)cc1 | 1.6 | 2.0 | -5.3 | 2.9% | 9.6 | 14.3 | -0.4 | -12.9% | -0.1
Cc1ccc(Cn2ncc3c(N4CCOCC4)ncnc32)cc1 | 4.7 | 4.3 | -1.7 | 3.4% | -3.3 | -3.6 | 0.6 | -14.7% | -0.1
COc1ccccc1NC(=O)CSc1nnc(CNC(=O)c2cccs2)o1 | 0.5 | -3.5 | 4.5 | -0.8% | 1.0 | -1.0 | -0.1 | -7.2% | -4.5
COc1ccc2cc(CN(Cc3ccco3)C(c3nnnn3C3CCCCC3)C(C)C)c(=O)[nH]c2c1 (stereo unspecified) | 1.7 | 7.9 | -1.6 | 0.6% | nt | -1.6 | -1.7 | 0.1% | 3.9
CCOC(=O)C1CCN(C(=O)c2ccccc2NS(=O)(=O)c2ccc(F)c(F)c2)CC1 | 1.2 | 9.9 | -17.1 | 1.5% | -2.0 | -10.1 | 0.1 | -0.3% | -1.1
O=C1CN(C(=O)c2ccc(Br)o2)C(c2ccccc2)c2cc(Cl)ccc2N1 (stereo unspecified) | 2.5 | -2.3 | 7.5 | -0.4% | 15.1 | nt | 2.7 | -4.0% | -2.8
C=CCS(=O)(=O)c1nc2ccccc2s1 | -1.2 | -2.9 | 7.4 | 2.8% | 17.8 | 2.2 | -0.2 | -22.7% | 0.0
O=C(NC1CCCC1)c1sc(=S)n2c1[nH]c(=O)c1ccccc12 | 28.7 | -3.0 | -4.3 | -0.6% | -3.3 | 14.0 | 3.7 | -12.4% | -7.6
Cc1c(C(=O)Nc2cccc(C(F)(F)F)c2)sc2nc3n(c(=O)c12)CCC3 | 0.4 | 11.5 | 5.5 | 1.5% | -9.7 | -23.7 | 0.4 | 1.5% | 0.1
Nn1c(SCC(=O)Nc2ccc3c(c2)OCO3)nnc1C(F)(F)F | 1.2 | -2.7 | -22.3 | 1.8% | 5.5 | -6.5 | -1.1 | ? | -9.1
CCOc1ccc2nc(N3CCN(C(=O)c4ccco4)CC3)sc2c1 | 5.7 | 3.7 | nt | 0.2% | 1.6 | 0.3 | 0.3 | -2.1% | -1.9

Filtered by structure, the compounds so far with bromine.
SMILES | D1 agonist | TRHR enhancer | D1 antagonist | RXFP1 agonist | D2 potentiator | RXFP1 antagonist | TRHR ag | Anesthetic bind | D1 potentiator
COc1cc2ccccc2cc1C(=O)Nc1ccc(Br)cn1 | 9.4 | 13.7 | 10.9 | -0.1% | 4.8 | -4.1 | 1.1 | -10.9% | -0.7
O=C(CCS(=O)(=O)c1ccc(Br)cc1)N1CCN(c2ccccc2Cl)CC1 | 1.0 | 3.0 | nt | -0.1% | -3.8 | 12.9 | -0.5 | -5.6% | 2.0
O=C1CN(C(=O)c2ccc(Br)o2)C(c2ccccc2)c2cc(Cl)ccc2N1 (stereo unspecified) | 2.5 | -2.3 | 7.5 | -0.4% | 15.1 | nt | 2.7 | -4.0% | -2.8

Screens: PubChem, National Center for Advancing Translational Sciences (NCATS)
